Vif imaging = HIV Vif self-association inhibitors, primary screen, imaging, HEK293T, single point. HEK293T cells, Vif self-association by quenched fluorescence, 24 h. inhibition, % at 7.49 µM. 340,000 compounds, 0.35% hits. AID 602346, 2012; in the data active = inhibition above about 50%, passing the limit was not always enough; inconclusive = no clear call, values can overlap the other calls; inactive = below about 31%; note: some results filed as inactive read as strong as hits
iPSC survival up = enhancers of single-cell hiPSC survival, primary screen, ATPlite luminescence; 100% = ROCK inhibitor wells, 0% = DMSO; 360,000 compounds, 0.044% hits; survival enhancement, % at 20 µM; AID 602274, 2012; in the data active = survival enhancement above about 18%;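 note: cells exposed to compounds for 16 hours before the ATP read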
H9c2 protect = cardioprotection against H2O2-induced cell death, primary screen, uHTS, H9c2 cells, ATPLite luminescence | H9c2 cardiomyocytes, H2O2 injury protection, 2 h | protection from H2O2 cell death, % at 20 µM | 360,000 compounds, 0.63% hits | AID 588492, 2011;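 active = compounds giving at least 50% protection of heart cells from peroxide-induced death in the single-dose screen, raw or plate-pattern-corrected value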;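 note: 0% = DMSO wells with peroxide and 100% = DMSO wells without peroxide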
HTR2A ag = mouse Htr2a agonists via beta-arrestin recruitment, primary screen, cell-based, luminescence; CHO-K1 mHTR2A beta-arrestin complementation; percent of 30 µM serotonin response; AID 624169, 2012; activation, % at 7.6 µM; 360,000 compounds, 0.66% hits;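 active = activation above a run cutoff, the mean activation of all tested compounds plus 3 SD, cut at about 14% in these data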;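 note: 0% = plate median of compound wells and 100% = 30 µM serotonin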
Target sequence (P35363 whole entry, looked up): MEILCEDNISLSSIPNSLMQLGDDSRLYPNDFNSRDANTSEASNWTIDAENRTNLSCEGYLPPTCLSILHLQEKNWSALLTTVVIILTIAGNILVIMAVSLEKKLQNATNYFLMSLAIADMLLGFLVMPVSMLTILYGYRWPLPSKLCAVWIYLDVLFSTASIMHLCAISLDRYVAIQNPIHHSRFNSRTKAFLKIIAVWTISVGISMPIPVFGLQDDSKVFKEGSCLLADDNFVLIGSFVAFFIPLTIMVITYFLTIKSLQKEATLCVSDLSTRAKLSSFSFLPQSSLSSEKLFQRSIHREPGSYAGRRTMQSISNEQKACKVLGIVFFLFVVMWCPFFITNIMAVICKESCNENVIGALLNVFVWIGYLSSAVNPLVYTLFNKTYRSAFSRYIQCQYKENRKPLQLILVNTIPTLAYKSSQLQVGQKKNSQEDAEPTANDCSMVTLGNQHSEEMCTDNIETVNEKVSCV
Glyco luc inh = increase of ERlucT glycosylation luciferase signal, primary screen, N-linked glycosylation inhibitor project, D54 ERlucT cells, luminescence, set 2; D54 ERlucT glycosylation luciferase reporter, 24 h; percent of 100 nM tunicamycin response; reporter increase, % at 12.5 µM; 360,000 compounds, 0.23% hits; AID 588692, 2011;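 active = mean luciferase reporter signal, scaled so untreated is 0 and the glycosylation-blocking control 100, at or above a set limit in every replicate; inconclusive = mean reaches the limit but not every replicate does; inactive = mean below the limit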;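 note: luciferase carries N-glycosylation sites so blocking glycosylation raises the light; 0% = median of neutral control wells and 100% = median of 100 nM tunicamycin wells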
PDI inh = inhibitors of human PDI, primary screen, biochemical, turbidity, single point, plate reader | Protein disulfide-isomerase (Homo sapiens), P07237 | inhibition, % at 10 µM | 350,000 compounds, 0.052% hits | PDI insulin aggregation turbidity, A650, 90 min;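 active = mean inhibition across replicates of 30% or more, whatever share of single replicates reach that level; inconclusive = mean inhibition below 30% while every single replicate reaches 30%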;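 note: absorbance from insulin aggregation driven by PDI reduction with DTT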
Target sequence (P07237 whole entry, looked up): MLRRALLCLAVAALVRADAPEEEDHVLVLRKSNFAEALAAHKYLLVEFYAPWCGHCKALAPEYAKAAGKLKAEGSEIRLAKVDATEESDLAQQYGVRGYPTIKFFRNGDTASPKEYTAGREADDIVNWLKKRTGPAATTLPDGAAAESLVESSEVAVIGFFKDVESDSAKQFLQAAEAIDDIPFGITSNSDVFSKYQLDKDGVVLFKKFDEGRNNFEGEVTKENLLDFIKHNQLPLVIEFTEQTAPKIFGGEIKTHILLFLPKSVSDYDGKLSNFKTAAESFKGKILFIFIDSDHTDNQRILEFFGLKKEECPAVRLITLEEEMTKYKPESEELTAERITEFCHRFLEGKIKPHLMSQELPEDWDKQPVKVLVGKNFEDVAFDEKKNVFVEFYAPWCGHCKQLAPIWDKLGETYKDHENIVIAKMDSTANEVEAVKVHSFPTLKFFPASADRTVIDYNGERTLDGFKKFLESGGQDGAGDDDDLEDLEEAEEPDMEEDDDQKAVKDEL
Exocytosis inh = LAMP-1 surface exposure blockers, TALL-104 cells – cell-based, flow cytometry, MLPCN library, primary screen. TALL-104 LAMP-1 surface exposure; cells stimulated with thapsigargin and PMA. inhibition, % at 10 µM. 360,000 compounds, 0.66% hits. AID 651702, 2012;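 active = inhibition above about 55%, limit read from the data; inconclusive = no clear call, values can overlap the other calls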
ABCB6 inh 2 = ABCB6 transporter inhibitors, primary screen, K562-ABCB6 cells, flow cytometry, MLPCN library; K562-ABCB6 porphyrin accumulation, 1 h; stronger effect = lower value; 360,000 compounds, 0.19% hits; ATP-binding cassette sub-family B member 6 (Homo sapiens), Q9NP58; fluorescence ratio to DMSO, % at 10 µM;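 active = fluorescence ratio to DMSO below 75%, the collection mean minus 3 SD; inconclusive = too few cells collected in the well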;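 note: signal is porphyrin accumulated inside mitochondria; 100% equals median channel fluorescence of DMSO control wells; lower ratio means ABCB6 inhibition with less porphyrin fluorescence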
CaV13 ICDI inh = Disruptors of the CACNA1D IQ motif to Ca2+-dependent inactivation inhibitor domain association, primary screening, Förster resonance energy transfer in intact living …; 340,000 compounds, 0.098% hits; AID 743397; HEK cells, CFP/YFP FRET ICDI-IQ, plate reader, 10 min; percent FRET-ratio fall versus neutral wells; inhibition, % at 12.3 µM;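 active = mean replicate inhibition of at least 30% and at least 1% of replicates passing that level; inconclusive = only one of the two criteria is met; inactive = neither criterion is met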;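 note: 0% = median of the neutral control wells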
aDG glyco up = activators of alpha-DG glycosylation, primary screen, uHTS, Pro5-aDG cells, AlphaScreen; alpha-DG glycosylation AlphaScreen (IIH6); 0% Pro5, 100% B10-LARGE cell signal; activation, % at 10 µM; 360,000 compounds, 0.22% hits; AID 624168, 2012;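 active = activation of at least 8% versus controls, or a plate z-score of at least 8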;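 note: Pro5 are CHO cells carrying HIG-tagged alpha-DG that lacks glycosylation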
* hit, by the source's call; ? = inconclusive; · = no result given.

nr	Molecule	ABCB6 inh 2	PDI inh	iPSC survival up	Glyco luc inh	HTR2A ag	CaV13 ICDI inh	aDG glyco up	Vif imaging	Exocytosis inh	H9c2 protect
1	CCOC(=O)C(C)Oc1c(C(=O)OC)sc2ncccc12 (stereo unspecified)	98	-7	-0.3	0	0	·	-0.1	-1	-1	1
2	Cc1c(Cl)cccc1N1C(=O)CC(Sc2ccccc2N)C1=O (stereo unspecified)	93	1	5.9	2	-2	-6	0.3	-3	-3	2
3	CCOC(=O)C(=O)N1CCC(C(=O)OC)CC1	99	-6	0.7	1	2	-5	0.2	-1	0	-1
4	O=C1/C(=C\c2ccsc2)N2CCC1CC2	98	-10	-0.3	0	1	-14	-0.2	17	6	-1
5	COc1ccc(CCN(C)Cc2nc(-c3cnccn3)no2)cc1OC	94	-2	-0.5	1	6	4	0.0	5	0	8
6	O=C(O)c1ccc(-c2cccc(-c3nn4c(=O)cc(N5CCNCC5)nc4s3)c2)cc1	95	-6	2.2	0	0	-4	-0.1	·	-7	0
7	CC(=O)Nc1ccc2ccccc2c1	104	2	2.0	2	1	·	-0.2	1	-6	5
8	COc1cc(/C=N/NC(=O)c2ccc(C)nc2)cc([N+](=O)[O-])c1O	101	15	-1.1	-1	-1	-1	-0.1	24	3	-1
9	CCN(CC)S(=O)(=O)c1cc(NC(=O)Cc2ccsc2)ccc1C	97	-6	-0.3	1	5	-19	0.1	-10	4	-4
10	CCC(=O)N1c2ccc(S(=O)(=O)NCCc3ccc(C)cc3)cc2CC1C (stereo unspecified)	94	-10	-0.1	0	9	-5	-0.2	4	-12	-6
11	Cc1nc2nc(SCc3ccccc3)nn2c(C)c1C	98	0	0.0	-3	3	-2	-0.4	3	1	-3
12	CN(C)c1ccc(CN2CCCCCC2)cc1	93	2	0.2	0	3	-4	-0.2	-5	-7	5
13	CCn1c(SCC(=O)N/N=C/C=C\c2ccccc2[N+](=O)[O-])nnc1-c1ccccc1	92	2	2.4	-4	4	-4	0.1	-1	-6	13
14	CC(C)c1ccc(-c2nc3c([nH]2)c(=O)n(C)c(=O)n3C)cc1	98	-5	-0.5	3	4	-1	1.1	3	0	5
15	O=S1(=O)CCOC[C@H](CC2CCCCC2)N1Cc1ccccc1F	92	7	1.0	-6	4	18	0.0	-3	-6	-6
16	Cc1ccccc1Cn1ccc(NC(=O)c2nc3ncccn3n2)n1	98	-7	-2.8	2	-1	-4	-0.2	5	-4	6
17	CN(Cc1cccs1)S(=O)(=O)c1ccc(Cl)cc1F	97	1	-0.3	0	-2	-3	0.3	0	0	-1
18	CN(C)C(=O)N1CCN(S(=O)(=O)c2ccc3ccccc3c2)CC1	101	-9	1.6	0	0	-10	0.2	4	2	-5
19	Fc1ccc(NCc2nnc3n2CCCCC3)cc1	94	-4	-0.7	1	20*	-5	0.1	-15	6	11
20	COc1ccc(-c2csc(C(NC(C)=O)c3cccc(OC)c3)n2)cc1 (stereo unspecified)	103	-5	-1.6	2	1	-5	0.0	-7	-1	1

The list continues:
nr	Molecule	ABCB6 inh 2	PDI inh	iPSC survival up	Glyco luc inh	HTR2A ag	CaV13 ICDI inh	aDG glyco up	Vif imaging	Exocytosis inh	H9c2 protect
21	O=C(c1ccc(Cn2cc(Br)cn2)cc1)N1N=C(C(F)F)CC1(O)C(F)F (stereo unspecified)	100	-4	3.1	-4	-7	-6	0.1	-7	?	-5
22	Cn1nc(-c2ccccc2)c(CO)c1Oc1ccc(F)cc1	69*	5	1.1	1	7	-4	0.2	-9	1	-6
23	CC(=O)Nc1ccc(S(=O)(=O)Nc2cccc(-n3cnnn3)c2)cc1	99	17	-0.4	3	-4	-3	0.0	-3	2	-2
24	CC(=O)c1ccc(S(=O)(=O)NCCC(=O)OC(C)C(=O)Nc2ccc(F)cc2)cc1 (stereo unspecified)	104	14	-0.2	-1	2	·	0.0	-10	-4	0
25	CN1CCN(c2ccc(NC(=O)c3ccc4c(c3)OCCO4)cc2Cl)CC1	105	-3	-3.1	-11	-2	-5	0.3	-1	9	-13
26	COc1cc2c(cc1OC)C(c1ccc3c(c1)Cc1ccccc1-3)OC(=O)C2 (stereo unspecified)	93	0	-0.5	-2	0	-5	0.3	-7	18	0
27	CCOc1ccccc1NC(=O)c1sc2nc(C)nc(N3CCOCC3)c2c1C	97	4	0.4	-3	4	-7	0.0	-1	5	29
28	Cc1cc(C)cc(C(=O)NC(CC(N)=O)c2ccc(NCCN3CCCC3)c([N+](=O)[O-])c2)c1 (stereo unspecified)	98	-3	3.1	1	-2	-5	-0.2	3	-3	4
29	Cc1cc(C)cc(Nc2ncnc3nc[nH]c23)c1	99	1	0.0	1	3	-4	0.0	-2	-4	0
30	O=C(CC(c1ccccc1)c1ccccc1O)N1CCCC1 (stereo unspecified)	95	-3	5.7	0	1	-5	0.2	2	-6	-3
31	Cc1ccc(CC(CC(=O)O)C(=O)Nc2ccc(Cl)cc2)cc1 (stereo unspecified)	96	5	-0.8	0	5	-20	-0.1	17	1	9
32	Cc1cc(NC(=O)CSc2nc(C3CCCCC3)nc3ccccc23)no1	93	-2	-2.4	2	2	·	0.3	-3	2	-1
33	CC(C)C(NS(=O)(=O)c1cccs1)C(=O)NCc1ccccc1 (stereo unspecified)	159	4	-0.3	1	4	-3	0.0	2	-6	3
34	O=C(NC(=S)NCc1ccccc1)c1ccccc1	101	-7	4.6	0	-4	-5	0.8	0	-3	-5
35	COc1ccc(-n2c(C)cc(/C=N/Nc3nc(N4CCOCC4)nc(N4CCOCC4)n3)c2C)cc1	97	-7	-0.7	0	0	-3	-0.3	3	15	10
36	COc1ccccc1N1CCN(c2nc3ccccn3c(=O)c2C=O)CC1	106	-5	-1.3	-6	5	-2	-0.1	-1	4	8
37	CCCCOC(=O)CCCc1ccc([N+](=O)[O-])cc1[N+](=O)[O-]	105	2	2.4	3	-2	-15	-0.2	·	2	-15
38	COc1ccc(C(C(=O)NC2CCCC2)N(C(=O)c2ccco2)c2ccccc2C(C)=O)cc1OC (stereo unspecified)	100	-11	-0.1	-1	-6	-3	0.1	24	8	2
39	C[C@H](CO)N1C[C@H](C)[C@@H](CN(C)S(=O)(=O)c2cn(C)cn2)Oc2cc(Br)ccc2S1(=O)=O	97	8	3.2	3	2	-3	0.2	-4	1	0
40	O=C(CNCCc1ccccc1)N1CCc2ccccc2C1	99	8	-0.5	4	-4	2	0.5	-6	0	1

The list goes on (four carried over from the part before).
nr	Molecule	ABCB6 inh 2	PDI inh	iPSC survival up	Glyco luc inh	HTR2A ag	CaV13 ICDI inh	aDG glyco up	Vif imaging	Exocytosis inh	H9c2 protect
37	CCCCOC(=O)CCCc1ccc([N+](=O)[O-])cc1[N+](=O)[O-]	105	2	2.4	3	-2	-15	-0.2	·	2	-15
38	COc1ccc(C(C(=O)NC2CCCC2)N(C(=O)c2ccco2)c2ccccc2C(C)=O)cc1OC (stereo unspecified)	100	-11	-0.1	-1	-6	-3	0.1	24	8	2
39	C[C@H](CO)N1C[C@H](C)[C@@H](CN(C)S(=O)(=O)c2cn(C)cn2)Oc2cc(Br)ccc2S1(=O)=O	97	8	3.2	3	2	-3	0.2	-4	1	0
40	O=C(CNCCc1ccccc1)N1CCc2ccccc2C1	99	8	-0.5	4	-4	2	0.5	-6	0	1
41	CCC(=O)N1CCN(c2ccc(NC(=S)NC(=O)c3cccc([N+](=O)[O-])c3)cc2)CC1	99	5	-2.7	-2	3	-6	0.1	-9	3	-4
42	O=C(COC(=O)c1ccccc1Nc1ccccc1)NCc1ccccc1	94	-2	-1.8	-3	0	-10	0.5	-2	-1	-5
43	COc1ccccc1CNC(=O)CS(=O)(=O)c1ccc(C)cc1	92	-4	-0.1	-1	4	·	-0.3	·	0	1
44	COCCCNC(=O)C1CCCN(S(=O)(=O)c2ccc(C)cc2)C1 (stereo unspecified)	100	3	0.7	2	0	-7	0.2	·	-2	-4
45	CN(C)S(=O)(=O)c1cccc(NC(=O)COC(=O)c2cc(=O)[nH]c(=O)[nH]2)c1	93	-5	1.1	-2	1	-5	0.5	-3	-2	1
46	O=C(c1sccc1Cl)N1CCN(Cc2ccc3c(c2)OCO3)CC1	101	7	0.8	-6	-1	-5	-0.1	-3	6	1

Taken from above:
aDG glyco up with entry 10 is entered as -0.2
iPSC survival up with entry 14 is entered as -0.5
HTR2A ag with entry 40 is entered as -4
H9c2 protect with entry 25 is entered as -13
HTR2A ag with entry 39 is entered as 2

3 structures out of the list, arranged by number of heavy atoms, ascending:
nr	Molecule	ABCB6 inh 2	PDI inh	iPSC survival up	Glyco luc inh	HTR2A ag	CaV13 ICDI inh	aDG glyco up	Vif imaging	Exocytosis inh	H9c2 protect
43	COc1ccccc1CNC(=O)CS(=O)(=O)c1ccc(C)cc1	92	-4	-0.1	-1	4	·	-0.3	·	0	1
46	O=C(c1sccc1Cl)N1CCN(Cc2ccc3c(c2)OCO3)CC1	101	7	0.8	-6	-1	-5	-0.1	-3	6	1
45	CN(C)S(=O)(=O)c1cccc(NC(=O)COC(=O)c2cc(=O)[nH]c(=O)[nH]2)c1	93	-5	1.1	-2	1	-5	0.5	-3	-2	1
